MEP2 TOR yeast: modulators of MEP2-GFP levels in yeast, primary screen, S. cerevisiae, multiplex flow cytometry, MLPCN library; S. cerevisiae MEP2-GFP strain, 3 h; 100% = DMSO control level; GFP response vs DMSO, % at 10 µM; 330,000 compounds, 0.51% hits; AID 2016, 2009;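 active = GFP response versus DMSO above a set limit, roughly screen mean plus 3 SD, cut at about 180% in these data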;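 also: median GFP fluorescence of the barcode-gated MEP2-GFP cells per well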
LAP4-GFP MLPCN: modulators of LAP4-GFP expression in yeast, primary screen, S. cerevisiae, multiplex flow cytometry, MLPCN library. 320,000 compounds, 0.34% hits. AID 2023, 2009. GFP response vs DMSO, % at 10 µM. 3 h; median GFP as percent of DMSO wells;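 active = GFP response vs DMSO above a set limit, about the screen mean plus 3 SD, cut at about 150% in these data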
GASC-1 inh: inhibitors of GASC-1 histone demethylase, primary screen, biochemical, fluorescence, DELFIA europium; Lysine-specific demethylase 4C (Homo sapiens), Q9H3R0; GST-JMJD2C(1-420) H3K9me3 demethylation; inhibition, % at 2.35 µM; 330,000 compounds, 0.069% hits;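 active = more than half of a compound's replicate wells show inhibition beyond 50%, single wells judged on their own value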;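 also: signal counts dimethyl H3K9 product captured on neutravidin plate; 0% = median of DMSO wells and 100% = 0.3 times that DMSO median; strong numbers were not always called active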
Target sequence (Q9H3R0 1-420 limits assumed): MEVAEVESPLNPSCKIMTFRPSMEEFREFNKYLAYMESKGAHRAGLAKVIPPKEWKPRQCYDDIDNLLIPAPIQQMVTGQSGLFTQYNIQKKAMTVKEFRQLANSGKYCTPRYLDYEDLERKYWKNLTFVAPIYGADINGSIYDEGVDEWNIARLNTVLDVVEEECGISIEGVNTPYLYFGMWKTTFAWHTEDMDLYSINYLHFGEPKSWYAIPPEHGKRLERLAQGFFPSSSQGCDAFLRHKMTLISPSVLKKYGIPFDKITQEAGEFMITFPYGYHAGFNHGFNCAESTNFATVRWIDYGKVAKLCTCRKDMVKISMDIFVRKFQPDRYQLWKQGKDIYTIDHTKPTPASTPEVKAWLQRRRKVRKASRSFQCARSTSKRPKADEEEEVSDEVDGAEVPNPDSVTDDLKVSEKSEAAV
proCasp7 act: procaspase-7 activators, primary screen, counter-screen for procaspase-3 activator project, biochemical, absorbance, HTS, human; AID 463210, 2010; recombinant procaspase-7, Ac-DEVD-pNA absorbance 405 nm; D23A/D198A/D206A triple mutant, cannot self-cleave; scale: DMSO 0, 5 µM enzyme 100; activation, % at 8.5 µM; Caspase-7 (Homo sapiens), P55210; 330,000 compounds, 0.093% hits;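 active = percent activation above the screen-wide mean plus 3 SD, cut at about 25% in these data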
Target sequence (P55210 whole entry D23A/D198A/D206A): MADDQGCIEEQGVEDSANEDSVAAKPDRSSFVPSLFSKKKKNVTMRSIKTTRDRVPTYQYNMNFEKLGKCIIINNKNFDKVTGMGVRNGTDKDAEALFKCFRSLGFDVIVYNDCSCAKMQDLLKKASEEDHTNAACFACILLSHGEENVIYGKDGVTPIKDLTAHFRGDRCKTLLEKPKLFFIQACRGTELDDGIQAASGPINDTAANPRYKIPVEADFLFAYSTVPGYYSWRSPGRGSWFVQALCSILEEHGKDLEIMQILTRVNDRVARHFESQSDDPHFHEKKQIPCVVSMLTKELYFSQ
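System: Procaspase-7 triple mutant (PC-7 D3A); measure: % activation from two-timepoint absorbance difference, scaled to controls; times: 1 h compound preincubation, 2 h substrate cleavage, 25 °C; also added: Ac-DEVD-pNA substrate, 400 µM as added; measured by: Epi-absorbance of released pNA at 405 nm, two timepoints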
Yeast superoxide: reduction of superoxide in aged yeast, primary screen, HTS | S. cerevisiae aged cells, superoxide DHE fluorescence; hits give low values | 330,000 compounds, 0.18% hits | AID 2690, 2010 | superoxide response (% of plate mean), % at 10 µM;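 active = superoxide response under a set limit, about three screen SD below normal, cut at about 65% in these data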;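 also: yeast aged for seven days with compound at 30 °C before DHE staining; 100% = average MFI of all compound-treated wells on the plate with controls excluded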
RPL19A-GFP yeast: RPL19A-GFP expression modulators in yeast, primary screen, cell-based, S. cerevisiae, multiplex flow cytometry, MLPCN. S. cerevisiae RPL19A-GFP strain, 3 h; hits give low values. percent response vs DMSO, % at 10 µM. 330,000 compounds, 0.3% hits. AID 2025, 2009;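 active = percent response vs DMSO below 50%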;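 also: median channel GFP fluorescence of the barcoded RPL19A-GFP strain; ratio of sample median GFP to plate DMSO average so 100% = DMSO; lower means less RPL19A-GFP as with rapamycin TOR inhibition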
proCasp3 act: activators of human procaspase-3 D3A mutant, primary screen, biochemical, absorbance, PC-3 D3A mutant, single concentration. AID 463141, 2010. activation, % at 8.5 µM. 330,000 compounds, 0.11% hits. recombinant procaspase-3 D3A, Ac-DEVD-pNA absorbance 405 nm. Caspase-3 (Homo sapiens), P42574;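 active = activation above the mean of all tested compounds plus 3 SD, cut at about 21% in these data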;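 also: 0% = DMSO alone and 100% = DMSO wells spiked with extra 5 µM PC-3 D3A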
Target sequence (P42574 whole entry D9A/D28A/D175A): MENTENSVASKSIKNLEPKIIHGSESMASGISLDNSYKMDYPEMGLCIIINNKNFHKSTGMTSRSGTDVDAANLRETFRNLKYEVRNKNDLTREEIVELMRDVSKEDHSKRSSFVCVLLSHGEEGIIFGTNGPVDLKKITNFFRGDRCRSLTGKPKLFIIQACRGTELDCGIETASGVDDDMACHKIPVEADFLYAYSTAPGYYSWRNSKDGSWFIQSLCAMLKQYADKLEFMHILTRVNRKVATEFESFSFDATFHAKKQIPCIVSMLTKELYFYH
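Compound: 8.5 µM single point, 0.8% DMSO / Material: Autoprocessing-dead procaspase-3 D3A mutant enzyme / Timing: 1 h preincubation plus 2 h reaction at 25 °C / Medium: Zinc-free HEPES/NaCl buffer with 0.01% Triton X-100 at pH 7.4 / Technique: 405 nm absorbance of p-nitroaniline, reads at 0 and 120 min / Repeats: one well per compound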
AHR activator: AHR activators, primary screen, cell-based, luminescence, luciferase reporter, human. Aryl hydrocarbon receptor (Homo sapiens), P35869. AHR-responsive luciferase reporter cells. activation, % at 5 µM. 320,000 compounds, 2.5% hits; in the data active = activation above about 47%;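 also: 0% = vehicle wells and 100% = reference agonist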
An asterisk follows results filed as active; / = no result given; [ ] = remark or other dose.

The line under a structure holds: MEP2 TOR yeast, LAP4-GFP MLPCN, GASC-1 inh, proCasp7 act, Yeast superoxide, RPL19A-GFP yeast, proCasp3 act, AHR activator
- Cc1noc(C)c1C(=O)N1CCC(CO)(Cc2ccccc2)CC1
 : 98, 98, -22, -8, 98, 96, 10, -1
- CCOC(=O)c1c[nH]c(=O)c(Br)c1O
 : 121[may fluoresce violet], 93[may fluoresce violet], 13, 9, 106, 93[may fluoresce violet], 3, 1
- Brc1c(CSc2nnc(-c3ccco3)o2)nc2ccccn12
 : 102, 111, -14, 1, 94, 96, 0, -5
- Cc1noc(NS(=O)(=O)c2ccc(N3Cc4ccccc4C3=O)cc2)c1C
 : 94, 92, -8, 2, 106, 93, -6, -3
- C[C@@H](NC(=O)[C@@H]1Cc2ccccc2CN1C(=O)OC(C)(C)C)C(=O)NCc1ccco1
 : 95, 86, -11, -3, 96, 89, 0, 3
- CC1(c2ccc(OC(F)F)cc2)NC(=O)N(CC(=O)Nc2ccc(N3CCCCC3)cc2)C1=O (stereo unspecified)
 : 88, 98, 0, -9, 98, 94, -7, 3
- Cc1nc(CN2CCN(C(=O)c3ccc(C(C)(C)C)cc3)CC2)cs1
 : 94, 99, 6, 6, 111, 97, -7, 2
- CCN1CCN(CCCCOc2ccccc2F)CC1
 : 106, 107, -6, 8, 105, 103, -1, 1
- NS(=O)(=O)c1cccc(NC(=O)CSc2nnnn2-c2ccccc2)c1
 : 99, 115, -3, 10, 84, 97, 11, 0
- NS(=O)(=O)c1ccc(NS(=O)(=O)/C=C/c2ccccc2)cc1
 : 93, 98, -6, -1, 92, 93, 6, 16
- CSc1ccc(/C=C(\C(=O)O)c2ccc(S(=O)(=O)N3CCCCC3)s2)cc1
 : 118, 126, -29, 4, 123, 110, 0, -3
- COCc1nnc(NC(=O)c2cc(C(=O)OC)cc([N+](=O)[O-])c2)s1
 : 103, 92, -3, 2, 100, 104, -3, 10
- Cc1cc(C)nc(NS(=O)(=O)c2ccc(NC(=S)NC(=O)CC(C)C)cc2)n1
 : 107, 100, 10, 0, 91, 101, -3, 1
- C[C@H](C(=O)NCc1ccccc1)C(=O)c1ccccc1
 : 96, 83, 17, 4, 98, 98, 1, 6
- CCOc1ccc(C(=O)C2CCN(CC(=O)Nc3ccccc3N3CCOCC3)CC2)cc1
 : 101, 99, 3, 0, 75, /, 0, -4
- Cc1cc(C)c2nc(Nc3nc(-c4ccccc4)cc(=O)[nH]3)nc(C)c2c1
 : 99, 111, -6, 0, 106, 106, 4, 6
- CCc1ccccc1NNC(=O)CCc1ccccc1
 : 103, 107, 4, -8, 108, 95, 4, 2
- COc1ccc(/C=C/C(=O)NNC(=O)C(C)Oc2ccccc2F)cc1OC (stereo unspecified)
 : 92, 87, /, 17, 94, 92, 3, 4
- CN(Cc1cccc([N+](=O)[O-])c1)Cc1cccc2ccccc12
 : 110, 101, 6, /, 102, 105, /, /
- O=C(CN1C(=O)COc2ccc(S(=O)(=O)N3CCOCC3)cc21)NCc1ccco1
 : 100, 106, -2, 10, 90, 101, 7, 0
- O=C(NC(=S)Nc1ccccc1Cl)c1cnn2c(C(F)(F)F)cc(C(F)(F)F)nc12
 : 92, 103, 9, 5, 93, 96, 4, 23
- O=C(O)C1C2C=CC(C2)C1C(=O)NCCCn1ccnc1 (stereo unspecified)
 : 86, 89, 0, 8, 95, 100, 6, -1
- CCN1CCCC1Cn1cnc2c([nH]c3ccc(C)cc32)c1=O (stereo unspecified)
 : 100, 97, -19, 3, 118, 98, -1, 3
- O=C1NC[C@H](c2ccccc2)OC(=O)[C@@H](Cc2ccc(F)cc2)CC/C=C/C[C@@H]1CC(=O)N(CCO)Cc1ccccc1
 : 102, 103, -2, -6, 106, 112, 8, -1
- CCOc1ccc(-c2cc(N)n(S(=O)(=O)c3ccc(OC)c(OC)c3)n2)cc1
 : 102, 99, -7, 5, 101, 103, -7, 23
- COC(=O)CN(c1ccc(C)c(Cl)c1)S(C)(=O)=O
 : 104, /, 0, 2, 98, 103, 7, 0
- CCCc1cc(C(=O)N2CCN(c3ccc(C(F)(F)F)cn3)CC2)sc1C
 : 106, 100, 19, 13, 110, 101, 5, 4
- Cc1noc(C)c1CSc1nc2ccccc2n1C
 : 98, 96, -4, -6, 100, 96, 0, 7
- CC(Oc1ccc(C#N)cc1)C(=O)c1ccc(F)c(F)c1 (stereo unspecified)
 : 118, 96, 5, 12, 98, 89, 1, -1
- O=C(COC(=O)c1cc(Cl)ccc1O)NC(=O)NCc1ccccc1
 : 86, 88, -13, -3, 139, 89, 2, 0
- Cc1ccc(-c2noc(CSc3ccccc3)n2)cc1
 : 102, 99, 8, 1, 98, 98, -4, 4
- COc1ccc(C(=O)Nc2ccc(N3CCC(C)CC3)cc2)cc1Br
 : 103, 99, -8, -10, 96, 96, -8, 13
- C1=Nc2ccccc2CN1c1ccccc1
 : 103, 91, 1, -3, 89, 100, -8, 7
- CCC(=O)NC(/C=C/c1ccccc1)c1cc([N+](=O)[O-])c2cccnc2c1O (stereo unspecified)
 : 117, 96, 9, 4, 109, 106, -2, 21
- Cc1nn(C(C)C(=O)NCCCN2CCCCC2C)c(=O)c2c1sc1ccccc12 (stereo unspecified)
 : 115, 114, -1, -3, 93, 109, 0, 1
- CCCn1c(SCC(=O)Nc2cc(Cl)ccc2OC)nc(O)cc1=O
 : 104, 102, 4, 9, 80, 101, 7, 6
- N#Cc1ccc(OC(=O)Cc2ccsc2)cc1
 : 97, 79, 7, -8, 94, 102, -4, 5
- c1ccc(COc2ccccc2CNC2CCCC2)cc1
 : 64, 103, -1, 5, 81, 96, 2, -1
- CC(=O)Nc1ccc(S(=O)(=O)NCCc2ccc(S(N)(=O)=O)cc2)cc1
 : 102, 103, -8, 4, 104, 104, 1, 3
- CCCOc1ccc(C(=O)NCCc2ccccc2)cc1
 : 105, 105, 5, -8, 85, 100, -4, -1
- CCN1CCN(C(=O)/C(=C/c2ccco2)NC(=O)c2ccccc2)CC1
 : 98, 91, 2, -4, 98, 96, 0, 0
- CCOC(=O)Cc1csc(NC(=O)CN2CCN(CC)CC2)n1
 : 96, 89, 32, /, 104, 99, /, /
- COc1cc(OC)c(OC)cc1/C=N/N(C)c1ccccc1
 : 101, 104, 0, -3, 96, 97, 0, 45
- CCNC(=O)CSc1nc(-c2ccccc2)cs1
 : 105, 107, 3, 8, 102, 97, -3, 0
- O=c1[nH]c(C2CCCN(S(=O)(=O)c3ccccc3)C2)nc2c1nnn2Cc1ccc(OC(F)(F)F)cc1 (stereo unspecified)
 : 111, 88, 0, 1, 99, 99, 4, 0
- CC(CNC(=O)CN1C(=O)C(=O)N(C2CCCC2)C1=O)c1ccccc1 (stereo unspecified)
 : 97, 109, 0, 2, 92, 97, 6, -1
- CCNC(=O)COc1ccc2ccccc2c1
 : 102, 103, -49, 9, 103, 101, 7, 18
- Cc1cccc(Cl)c1OCCCCn1ccnc1
 : 96, 100, -7, -2, 120, /, -2, 57*
- Cc1nn(CC(=O)N2CCN(c3ccccn3)CC2)c(=O)c2cc3sccc3n12
 : 96, 92, -8, 1, 85, 99, 3, 0
- COc1cc(/C=C2\SC(=O)N(CC(=O)Nc3ccccc3F)C2=O)cc(Cl)c1O
 : 108, 90, 11, 0, 107, 103, -8, -2
- O=C(CNC(=O)c1ccccc1Br)NCCSc1ccc(Br)cc1
 : 106, 109, -17, -1, 103, 102, 6, -2
- Cc1nn(C)cc1N1C(=O)c2cccc3c(N)ccc(c23)C1=O
 : 123, 111, -12, -7, 88, 99, 3, -3
- COc1ccc(OCCNc2c([N+](=O)[O-])c(=O)oc3ccccc23)cc1
 : 102, 122, 2, 10, 100, 98, -8, 1
- CC(=O)N1CCc2c(sc(NC(=O)CCS(=O)(=O)c3ccccc3)c2C#N)C1
 : 104, 111, 9, 4, 93, 101, 0, -1
- CCOC(=O)N1CCN(Cc2nc(-c3ccccc3)no2)CC1
 : 106, 102, -20, 1, 90, 109, -9, 4
- COCC(C)NC(=O)c1cc(-c2ccc(OC)c(OC)c2)on1 (stereo unspecified)
 : 110, 102, -4, -7, 96, 109, -1, -2
- CCOC(=O)N1CCC(N(CCN(C)C)C(=S)Nc2ccc(Oc3ccccc3)cc2)CC1
 : 104, 103, -26, -4, 104, 93, -11, 7
- COCCCN1CCc2[nH]c(=S)[nH]c(=O)c2C1
 : 103, 97, 8, -9, 91, 105, 6, -1
- CCOC(=O)N1CCC(NC(=S)Nc2ccc3nc(N4CCN(C)CC4)cc(C)c3c2)CC1
 : 97, 109, -1, -4, 85, 96, 2, 3
- O=C(CSc1ccsc1[N+](=O)[O-])NCc1ccco1
 : 102, 91, 3, -5, 133, 102, -3, 1
- O=C(O)CCC(=O)N1CC=C(c2ccccc2)CC1
 : 98, 93, -7, 1, 104, 103, 4, 1
- COc1cc(NC(=O)CN2CCN(S(=O)(=O)c3ccc(C(C)C)cc3)CC2)cc(OC)c1
 : 94, 96, -1, -4, 76, 99, 3, 4

In the list so far, these contain an aryl thioether with sulfur outside any ring.
The line under a structure holds: MEP2 TOR yeast, LAP4-GFP MLPCN, GASC-1 inh, proCasp7 act, Yeast superoxide, RPL19A-GFP yeast, proCasp3 act, AHR activator
- Brc1c(CSc2nnc(-c3ccco3)o2)nc2ccccn12
 : 102, 111, -14, 1, 94, 96, 0, -5
- NS(=O)(=O)c1cccc(NC(=O)CSc2nnnn2-c2ccccc2)c1
 : 99, 115, -3, 10, 84, 97, 11, 0
- CSc1ccc(/C=C(\C(=O)O)c2ccc(S(=O)(=O)N3CCCCC3)s2)cc1
 : 118, 126, -29, 4, 123, 110, 0, -3
- Cc1noc(C)c1CSc1nc2ccccc2n1C
 : 98, 96, -4, -6, 100, 96, 0, 7
- Cc1ccc(-c2noc(CSc3ccccc3)n2)cc1
 : 102, 99, 8, 1, 98, 98, -4, 4
- CCCn1c(SCC(=O)Nc2cc(Cl)ccc2OC)nc(O)cc1=O
 : 104, 102, 4, 9, 80, 101, 7, 6
- CCNC(=O)CSc1nc(-c2ccccc2)cs1
 : 105, 107, 3, 8, 102, 97, -3, 0
- O=C(CNC(=O)c1ccccc1Br)NCCSc1ccc(Br)cc1
 : 106, 109, -17, -1, 103, 102, 6, -2
- O=C(CSc1ccsc1[N+](=O)[O-])NCc1ccco1
 : 102, 91, 3, -5, 133, 102, -3, 1

Screens deposited in PubChem by several laboratories.
